Screens from PubChem BioAssay.
MT1-MMP txn act: MT1-MMP promoter reporter activation – cell-based, luciferase luminescence, primary screen. activation factor at 10 µM. 86,000 compounds, 0.16% hits. AID 750, 2007. HT1080 MT1-MMP promoter luciferase reporter, overnight; stronger effect = higher value;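 active = activation factor of at least 2 for MT1-MMP transcription at 10 µM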
hDAT+cocaine: changed hDAT dopamine uptake under cocaine IC80, either direction, primary screen, cocaine antagonist project, cell-based, LLC-PK1 hDAT, [14C]-dopamine uptake, MLSMR | Sodium-dependent dopamine transporter (Homo sapiens), Q01959 | 110,000 compounds, 1.3% hits | B-score at 10 µM | LLC-PK1 hDAT cells, [14C]-dopamine uptake with cocaine IC80; actives deviate in either direction | AID 449768, 2010;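 active = Z score or B-score, a plate-position-corrected score, falls beyond the plate's 99.7% confidence bounds, in either direction; inactive = both scores lie inside the 99.7% bounds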;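 also: scored against the spread of the other compound wells on the same plate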
VCAM1 TNFa inh: inhibitors of TNFa-induced VCAM1 expression, primary screen, imaging, HUVEC, TNFa stimulus, immunofluorescence; HUVEC TNFa-induced VCAM-1 immunofluorescence, high-content imaging; inhibition, % at 2 µM; 95,000 compounds, 0.48% hits; AID 802, 2007;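 active = inhibition above the batch mean plus 3 SD, with images confirmed as a hit by eye, cut at about 37% in these data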;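 also: 0% = TNF-stimulated DMSO wells and 100% = unstimulated control wells; not every result past the cut was called active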
F-actin modifier: modifiers of F-actin cytoskeleton organization, primary screen, imaging, HUVEC, phalloidin staining, high-content imaging | HUVEC TNFa F-actin phalloidin imaging | 91,000 compounds, 0.18% hits | inhibition, % at 2 µM;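 active = inhibition above the batch mean plus 3 SD and confirmed as a hit by visual image inspection, cut at about 30% in these data, passing the limit was not always enough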; also: strong numbers were not always called active
Smad3 FoxH1 inh: Smad3/FoxH1 peptide binding inhibitors, primary screen, biochemical, TR-FRET; TR-FRET Smad3/Dy647-FoxH1 peptide binding, europium anti-His; inhibition, % at 25 µM; 88,000 compounds, 0.29% hits;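 active = compounds that reduce the energy-transfer binding signal between the protein and its labelled peptide by more than half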;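 also: 0% = Smad3 plus labelled peptide maximal FRET and 100% = peptide-only background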
LYP inh 2: PTPN22 phosphatase inhibitors, primary screen, biochemical, DiFMUP fluorescence, 2 µM | Tyrosine-protein phosphatase non-receptor type 22 (Homo sapiens), Q9Y2R2 | 96,000 compounds, 0.21% hits | recombinant LYP catalytic domain | inhibition, % at 2 µM;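 active = inhibition at 2 µM at or above a set limit, the screen mean plus 3 SD, cut at about 24% in these data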;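 also: 0% = DMSO with enzyme and 100% = enzyme fully blocked by orthovanadate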
Target sequence (Q9Y2R2 whole entry, looked up, the tested form may be a part): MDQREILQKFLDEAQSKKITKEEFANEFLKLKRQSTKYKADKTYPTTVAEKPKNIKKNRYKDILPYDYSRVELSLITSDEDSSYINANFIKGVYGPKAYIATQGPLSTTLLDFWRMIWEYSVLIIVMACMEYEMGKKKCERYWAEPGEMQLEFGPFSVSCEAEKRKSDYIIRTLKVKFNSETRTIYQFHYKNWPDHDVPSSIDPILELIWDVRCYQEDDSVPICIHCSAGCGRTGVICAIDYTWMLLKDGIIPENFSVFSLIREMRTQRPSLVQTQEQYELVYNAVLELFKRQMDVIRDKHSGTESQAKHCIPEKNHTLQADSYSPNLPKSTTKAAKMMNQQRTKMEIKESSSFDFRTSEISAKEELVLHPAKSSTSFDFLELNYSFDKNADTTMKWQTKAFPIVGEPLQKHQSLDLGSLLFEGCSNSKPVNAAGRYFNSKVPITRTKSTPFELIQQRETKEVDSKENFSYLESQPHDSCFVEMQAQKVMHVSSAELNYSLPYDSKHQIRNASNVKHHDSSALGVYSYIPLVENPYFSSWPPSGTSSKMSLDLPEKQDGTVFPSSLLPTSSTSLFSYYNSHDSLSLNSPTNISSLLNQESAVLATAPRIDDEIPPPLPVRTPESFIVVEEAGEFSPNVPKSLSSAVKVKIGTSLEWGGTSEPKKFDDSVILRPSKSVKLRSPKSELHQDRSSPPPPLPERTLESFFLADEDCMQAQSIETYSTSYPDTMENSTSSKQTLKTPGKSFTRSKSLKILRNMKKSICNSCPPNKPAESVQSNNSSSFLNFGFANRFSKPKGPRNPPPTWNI
Candida biofilm: clotrimazole potentiators killing Candida biofilms, primary screen, with clotrimazole, Alamar Blue | C. albicans biofilm + clotrimazole | inhibition, % at 6 µM | 85,000 compounds, 0.14% hits | AID 834, 2007;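 active = inhibition above 20%; inactive = inhibition below 20%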;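 also: preformed 24 hr biofilms exposed to compound for 48 hr; 0% = biofilm without compound and 100% = blank killed by clotrimazole plus chlorhexidine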
HUVEC tox TNFa: cytotoxicity in TNFa-stimulated HUVEC, primary screen, cytotoxicity control for VCAM1 expression modulator project, imaging, Hoechst nuclei count; 93,000 compounds, 0.17% hits; HUVEC TNFalpha-stimulated, Hoechst cell count; cell count reduction, % at 2 µM;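 active = cell count reduction exceeding the screen mean by over 5 SD, scaled to untreated wells per plate, cut at about 78% in these data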;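 also: cells counted after 24 h of TNF alpha exposure following the 1 h pretreatment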
HUVEC tox IL1B: cytotoxicity in IL-1B stimulated HUVEC, primary screen, cytotoxicity control for IL-1B NFkB translocation project, imaging, Hoechst nuclear count, IL-1B stimulus. cell count reduction, % at 2 µM. HUVEC cell count loss. 94,000 compounds, 0.41% hits. AID 845, 2007;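 active = cell count reduction more than 3 SD above the screen-wide mean, cut at about 70% in these data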;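 also: normalized per plate to untreated control cells as the no-loss baseline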
* = called active by the depositor; . = not tested or not shown; [ ] = remark or other dose. The list is partial, so the mix of outcomes need not match the whole.

SMILES	MT1-MMP txn act	hDAT+cocaine	VCAM1 TNFa inh	F-actin modifier	Smad3 FoxH1 inh	LYP inh 2	Candida biofilm	HUVEC tox TNFa	HUVEC tox IL1B
CCCCCCP(=O)(O)c1ccccc1	1.1	-0.023	-13	6	3	2	5	-16	-6
O=C(CN1CCN(c2ncccn2)CC1)N1CCN(C(c2ccccc2)c2ccccc2)CC1	.	.	5	-11	17[fluorescence artefact?]	-9	-6	.	-16
CCS(=O)(=O)N1CCc2cc(OC)c(OC)cc2C1	1.1	-0.52	-19	-13	.	4	.	1	-23
COC(=O)C1=C(C)Nc2c(c(=O)n(C)c(=O)n2C)C1c1cccs1 (stereo unspecified)	1	-0.55	-17	-7	1	-8	5	3	10
Cc1c(Br)c(=O)[nH]c(=O)n1COCc1ccccc1	1.1	-0.31	2	54	-7	0	4	-9	-6
C=CCn1c(CC#N)nnc1N1CCOCC1	1.1	0.079	4	-6	6	0	-1	31	15
O=c1ccn(-c2cccc(C(F)(F)F)c2)nc1-c1ccn(-c2ccccc2F)n1	.	1.5	-6	16	.	1	.	-26	21
COc1ccc(-c2nc(C#N)c(NCc3ccc(C)cc3)o2)cc1OC	1.3	-0.0082	-12	-4	9	-6	5	-2	-73
COC(=O)CNC(=O)C(C)(C)Oc1ccc(Cl)cc1	1.1	-1.3	31	.	13	-4	2	5	-24
Cc1ccc(-n2c(=O)[nH]cc(C(=O)Nc3ccc4c(c3)OCO4)c2=O)cc1C	1.1	1.1	.	.	-1	.	4	.	.
O=C(CSc1nc2ccsc2c(=O)n1NC(=O)c1ccccc1)Nc1nccs1	1.2	0.1	7	-4	-3	0	1	8	-55
Cc1nnsc1C(=O)Nc1cccc(Cl)c1Cl	1	-1.3	-4	-3	0	-5	7	-24	-13
CCN(CCCNC(=O)COc1cc(=O)n(CC)c2ccccc12)Cc1ccccc1	1.4	-0.26	.	.	2	.	-3	.	.
CCn1c(SCC(=O)c2ccc(O)c(O)c2)nnc1-c1ccc(C)cc1	.	-0.86	12	47	.	15	.	-40	0
CCCN(CCC)CCCNC(=O)C1c2cc(OC)c(OC)cc2C(=O)N(C)C1c1cccs1 (stereo unspecified)	1	-0.77	2	.	-10	-8	0	1	-11
Cc1ccc2nc(C3CCN(S(=O)(=O)c4ccc5ccccc5c4)CC3)[nH]c2c1	1	1.5	-2	4	11	17	6	-2	-18
CC1CCc2c(c3ccccc3[nH]c2=O)O1 (stereo unspecified)	.	1.2	-4	3	.	6	.	-5	-12
COc1ccc(C)cc1S(=O)(=O)N(CC(=O)NCc1ccc(Cl)cc1)Cc1ccccc1	0.9	0.34	-10	12	-6	3	1	-26	-45
Nc1ccc(N2CCOCC2)c(Cl)c1	1.1	-0.56	.	.	6[fluorescence artefact?]	4	1	.	-28
Cc1ccc(C(=O)Oc2cccc(NC(=O)c3ccco3)c2)cc1S(=O)(=O)N1CCC(C)CC1	1.1	-0.6	17	.	5	0	-3	-10	3
CCc1ccccc1NC(=O)CSc1nc2ccccc2n1CC(=O)N(C)C	1.2	0.68	.	.	10	.	4	.	.
O=C(c1ccc(F)cc1)c1c[nH]c(C(=O)NCc2cccnc2)c1	.	-0.87	4	6	.	-21	.	-30	-1
CCOC(=O)NC(Nc1cc(C)ccn1)(C(F)(F)F)C(F)(F)F	1	0.81	0	39	4	-2	6	-14	28
Cc1ncc(S(=O)(=O)c2ccccc2)c(-c2ccc(Cl)cc2Cl)n1	1.2	-0.9	19	.	2	-7	12	-7	-9
Cc1sc(NC(=O)C2CCCCC2C(=O)O)c(C(N)=O)c1-c1ccccc1 (stereo unspecified)	.	1.5	5	-1	.	-7	.	-6	-60
CC(C)(C)c1cc(NC(=O)c2cc(F)c(F)c(F)c2F)no1	1	-0.71	.	.	0	.	6	.	.
Cc1ccc(C(=O)NC(=S)N2CCN(C)CC2)cc1	.	.	-15	12	.	5	.	-2	3
O=C(c1cc(-c2ccco2)on1)N1CCN(c2ccccc2)CC1	1.1	0.5	.	.	-1	.	5	.	.
CCOC(=O)/C=c1\sc2n(c1=O)CCN=2	0.9	-1.4	8	-7	0	-1	3	-44	-21
CC1(C)Cc2ccccc2-c2n[nH]c(=S)n21	1	-1.6	8	-29	-8	0	9	-36	-100

Reformatted: results already given.
Below each compound: MT1-MMP txn act, hDAT+cocaine, VCAM1 TNFa inh, F-actin modifier, Smad3 FoxH1 inh, LYP inh 2, Candida biofilm, HUVEC tox TNFa, HUVEC tox IL1B
CCOC(=O)NC(Nc1cc(C)ccn1)(C(F)(F)F)C(F)(F)F
    1, 0.81, 0, 39, 4, -2, 6, -14, 28
Cc1ncc(S(=O)(=O)c2ccccc2)c(-c2ccc(Cl)cc2Cl)n1
    1.2, -0.9, 19, ., 2, -7, 12, -7, -9

Other structures:
SMILES	MT1-MMP txn act	hDAT+cocaine	VCAM1 TNFa inh	F-actin modifier	Smad3 FoxH1 inh	LYP inh 2	Candida biofilm	HUVEC tox TNFa	HUVEC tox IL1B
Cc1ccc(Cn2nnc3c(=O)[nH]c(C4CCN(C(=O)Cc5cccs5)CC4)nc32)cc1	1.1	3.4*	-20	5	5	0	4	-59	6
CC(C)C(NC(=O)C1CCCCC1)C(=O)Nc1ccncc1 (stereo unspecified)	0.9	-0.18	16	5	-5	6	-3	-24	-12
CC(C)c1ccc(N2CC(C(=O)Nc3nccs3)CC2=O)cc1 (stereo unspecified)	1.7	0.16	2	8	1	2	5	5	-4
CN(C)c1nc(NCc2ccccc2)nc(SCC(=O)Nc2ccc(Cl)c(Cl)c2)n1	.	-0.21	-10	-12	.	8	.	.	-9
CCOc1ccc(NC(=O)Cn2nnc(-c3ccccc3NC(=O)c3cccs3)n2)cc1	.	.	18	5	.	5	.	-7	8
CC(=O)N1CCN=C1SCc1ccc(Br)cc1	1.1	0.5	14	5	4	0	24*	-8	0
Cn1c2ccccc2c2c(C(=O)NCC3CCCO3)cn(C3CCCC3)c(=O)c21 (stereo unspecified)	.	-0.022	11	16	1	4	4	-20	-20
O=S(=O)(NCc1cccnc1)c1cccc2cccnc12	1.1	-0.83	-5	-9	.	-11	.	-10	-31
Cc1ccccc1NC1=CC(=O)CC(C)(C)C1	1.2	-2.2	-12	0	2	6	9	-15	-29
CCOC(=O)CSc1nc2ccccc2c(=O)n1CC1COc2ccccc2O1 (stereo unspecified)	1	-0.09	1	0	6	-1	7	-15	-199
CC(NC(=O)NCc1cccnc1)(C(F)(F)F)C(F)(F)F	1	-0.83	18	54	-3	10	7	-58	-90
Cc1cccc(C)c1NC(=O)C(NC=O)c1ccccc1 (stereo unspecified)	.	-0.67	-2	-16	.	2	.	9	-23
CC1(C(=O)CSc2nc3ccccc3[nH]2)CCC(=O)O1 (stereo unspecified)	1	-0.89	4	10	.	-8	.	2	-23
COc1ccc([N+](=O)[O-])cc1C1NN=C(c2cccc3ccccc23)S1 (stereo unspecified)	1.1	0.85	-9	12	6	10	-4	-20	-19
CCNc1nc(NC(C)C)nc(SCCOc2ccc(C)cc2)n1	1	-0.35	7	30	2	17	6	-25	-19
CN1CCN(C(=S)NC(=O)/C=C/c2cccc3ccccc23)CC1	.	-0.35	12	22	.	-7	.	-32	4
O=C(Nc1ccc(Cl)cn1)c1ccc(-c2cc(Cl)ccc2Cl)o1	.	.	-22	0	.	2	.	.	-4
Cc1cc2cc(C(c3nnnn3CC3CCCO3)N3CCCc4ccccc43)c(=O)[nH]c2cc1C (stereo unspecified)	0.9	0.11	1	7	5	12	-2	-22	-13
CCSC(=O)NC12CC3CC(CC(C3)C1)C2	1	-0.46	9	-10	-9	-3	2	10	2
CCOCC(=O)Nc1cccc(NC(C)=O)c1	1.1	-0.28	1	0	9[fluorescence artefact?]	0	5	-18	-6
NC(=O)c1ccccc1OCC(=O)NS(=O)(=O)c1ccccc1	.	-0.066	10	-6	15	6	8	-4	2
O=C1C=C(NCc2ccco2)C2(CCCCC2)O1	1.1	0.13	-7	-15	-9	-1	4	5	-8
CCOC(=O)C(C)Sc1nc(-c2ccco2)cc(C(F)(F)F)c1C#N (stereo unspecified)	1.1	0.23	-1	-38	2	-12	8	-7	-21
COc1cccc(NC(=O)Cn2c(SCC(=O)N3CCOCC3)nc3ccccc32)c1	1	-0.035	-58	-15	7	-3	8	-36	-11
CC(O)CNCc1cccc2ccccc12 (stereo unspecified)	1.2	0.019	7	13	-11	-1	-2	-20	8
O=C(Nc1cc(S(=O)(=O)N2CCCC2)ccc1Cl)C1=COCCO1	1	0.28	16	.	4	12	8	-43	4
O=C(Cc1cccs1)Nc1nc2ccccc2s1	1.6	-1.3	-1	3	-2	6	-4	-23	-4
CCn1c(=O)c2cc(S(=O)(=O)NC3CCCCC3)ccc2n(CC)c1=O	1.1	-1.1	-13	-8	-1	5	-1	5	15
COc1ccc2[nH]c(=O)c(NC(N)=S)nc2c1	.	1.2	6	23	.	3	.	-21	89*
COc1cccc(OCCn2c(C)c(/C=N/n3cnnc3)c3ccccc32)c1	1	0.24	8	16	.	-1	.	-11	-6
CCCCSc1c(C)c2cc3c(cc2[nH]c1=O)OCO3	1.2	0.23	3	-3	6[fluorescence artefact?]	4	5	-5	-16
CC(NC(=O)c1ccco1)C1COc2ccccc2O1 (stereo unspecified)	1.1	-0.71	17	6	3[fluorescence artefact?]	4	1	-20	7
Cc1onc(-c2ccccc2)c1C(=O)Nc1ccccc1N1CCOCC1	1	0.57	.	.	-10	.	0	.	.
COc1ccccc1NC(=O)COc1cccc(-n2cnnn2)c1	1.1	0.5	.	.	7	.	4	.	.
C/C(=C\C(=O)c1cccnc1)Nc1ccc(C(=O)O)cc1	1.2	0.51	-10	16	-1	14	8	-19	-6
Cc1csc2ncc(C(=O)Nc3ccccc3Cl)c(=O)n12	1.7	0.1	.	.	23	.	4	.	.
CCN(CC)C(=O)C1CCC(C)(C(=O)O)C1(C)C (stereo unspecified)	1.2	-1.1	2	-4	10[fluorescence artefact?]	0	2	-33	-10
Cc1ccc(C(=O)NNC(=O)C(C)Sc2nc(N)cc(N)n2)cc1 (stereo unspecified)	.	0.76	6	-7	.	4	.	3	18
O=S(=O)(c1ccccc1)N1C2CCC1CC(O)(c1cccnc1)C2 (stereo unspecified)	1.2	-0.96	14	28	3[fluorescence artefact?]	-1	4	6	-7
CCOC(=O)c1[nH]c2ccccc2c1N=C(C)N(CC)CC	1.2	-0.69	8	8	5	5	7	-15	.
O=C(O)c1ccc(NC(CSCc2ccc(F)cc2)C(=O)O)c([N+](=O)[O-])c1 (stereo unspecified)	1.2	-0.0014	9	0	13	2	-5	-5	.
Cc1ccc(-c2csc3nnc(SCC(=O)NCc4ccc5c(c4)OCO5)n23)cc1	1.2	0.0074	10	10	-1	9	11	-13	-25
Brc1ccc(-c2nc3ncccn3c2NC2CCCCC2)o1	1.1	0.38	2	-8	10	1	1	9	-4
O=C(O)[C@H]1CCCC[C@H]1C(=O)NCCNC(=O)[C@@H]1CCCC[C@@H]1C(=O)O	0.9	0.21	-6	-3	-19	-1	-2	-9	-8
CCOc1ccc(OCCOCCN2CCOCC2)cc1	1.1	-0.1	-17	2	-1	-5	7	4	15
